Source: PubChem BioAssay (several laboratories)
PHOSPHO1 inh – inhibitors of human PHOSPHO1 phosphatase; recombinant PHOSPHO1, absorbance phosphatase assay; inhibition, % at 13.3 µM; 1.1% of 290,000 active; AID 1565; in the data active means inhibition above about 60%
GalR3 antag – blocks the human galanin receptor 3; 0.44% of 360,000 active; inhibition, % at 3 µM; HEK293 GalR3-CNG cAMP membrane potential fluorescence; galR3 body fused to GalR1 C-terminus;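 active means inhibition above the screen-wide average plus 3 SD, cut at about 13% in these data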;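 further: forskolin and galanin both at EC90 stimulate the cells; cAMP rise reported by CNG channel membrane potential dye signal; 0% = forskolin plus galanin with DMSO and 100% = forskolin alone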
Target sequence (O60755 1-299 limits assumed): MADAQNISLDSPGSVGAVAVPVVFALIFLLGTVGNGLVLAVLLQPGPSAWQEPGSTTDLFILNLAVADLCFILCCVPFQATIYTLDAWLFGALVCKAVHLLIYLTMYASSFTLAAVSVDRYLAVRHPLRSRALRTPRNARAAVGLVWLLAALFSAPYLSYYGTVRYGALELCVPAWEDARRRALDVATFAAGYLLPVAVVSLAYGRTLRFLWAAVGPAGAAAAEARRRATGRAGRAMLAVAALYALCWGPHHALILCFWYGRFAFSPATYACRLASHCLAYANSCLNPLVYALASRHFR
FID counter – fluorescent intercalator displacement, NS3 helicase counter-screen; DNA fluorescent intercalator displacement, fluorescence; inhibition, % at 7.9 µM; 0.17% of 290,000 active; AID 1845; in the data active means inhibition above about 37%;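 further: 0% = vehicle and 100% = reference compound; higher means more ethidium bromide displaced from hairpin DNA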
GPR7 antagonist – antagonists of human GPR7 (neuropeptides B/W receptor 1); GPR7-expressing cells, fluorescence antagonist assay; inhibition, % at 4.4 µM; 1.1% of 290,000 active; in the data active means inhibition above about 16%, passing the limit was not always enough;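 further: cells stimulated with the agonist NPW; 0% = agonist with vehicle and 100% = vehicle without agonist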
Target sequence (P48145 whole entry, looked up): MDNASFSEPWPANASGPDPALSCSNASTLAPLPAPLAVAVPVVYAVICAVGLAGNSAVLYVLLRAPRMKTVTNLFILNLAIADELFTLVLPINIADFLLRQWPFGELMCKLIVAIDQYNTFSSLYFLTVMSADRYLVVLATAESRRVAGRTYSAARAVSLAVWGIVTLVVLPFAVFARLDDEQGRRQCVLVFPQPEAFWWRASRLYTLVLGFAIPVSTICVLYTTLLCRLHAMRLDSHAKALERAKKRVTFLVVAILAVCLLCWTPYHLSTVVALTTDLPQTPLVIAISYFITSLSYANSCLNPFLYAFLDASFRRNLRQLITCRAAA
HCV NS3 hel inh – HCV NS3 helicase inhibition. 0.56% of 290,000 active. NS3 helicase DNA unwinding, Cy5 molecular beacon fluorescence. inhibition, % at 10.9 µM;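 active means inhibition above the mean of all tested compounds plus 3 SD, set per campaign, cut at about 35% in these data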;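 further: 0% = DMSO wells and 100% = thioflavine S control wells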
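assay system = NS3 helicase fragment of HCV | buffer or medium = MOPS pH 6.5, MgCl2, DTT, Tween20, BSA | timing = 60 min unwinding reaction at 25 °C after ATP addition | signal = Cy5 beacon fluorescence read at start and 1 h | read-out basis = % inhibition of unwinding | control set = low DMSO, high thioflavine S at 110 µM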
VIM-2 inhibitor – inhibitors of Pseudomonas aeruginosa VIM-2 metallo-beta-lactamase. purified VIM-2, nitrocefin hydrolysis, epi-absorbance fluorescence. inhibition, % at 5.6 µM. 0.89% of 290,000 active;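 active means inhibition above the mean of all tested compounds plus 3 SD, cutoff set per screening run, cut at about 7.5% in these data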;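 further: red hydrolysis product quenches plate fluorescence so inhibitors raise well fluorescence; 0% = enzyme with DMSO and 100% = DMSO without enzyme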
OXTR ag – human OXTR agonism; activation, % at 3 µM; CHO-OTR cells, Fluo-8 calcium fluorescence; normalized: DMSO 0%, oxytocin 100%; P30559; AID 2435; 0.32% of 320,000 active;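 active means activation above the mean of all tested compounds plus 3 SD, cutoff set per screening run, cut at about 20% in these data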;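 further: peak over basal fluorescence ratio from a 100 s FLIPR kinetic read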
IMP-1 inh – blocks Pseudomonas aeruginosa IMP-1 metallo-beta-lactamase | 0.45% of 290,000 active | purified IMP-1, nitrocefin hydrolysis, epi-absorbance fluorescence | inhibition, % at 5.6 µM | AID 1556;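 active means inhibition above the mean plus 3 SD of all compounds in the same screening run, cut at about 4.5% in these data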;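 further: 0% = IMP-1 with DMSO and 100% = DMSO wells lacking enzyme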
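Material – recombinant IMP-1 enzyme, purified · Amount – IMP-1 0.2 nM before substrate addition · Medium – HEPES buffer pH 7.1 with ZnSO4 and Brij 35 · Timing – 25 °C, 15 min preincubation, 25 min reaction · Measured by – plate fluorescence quenching by hydrolysis product, ex 480/em 530 nm · Read-out – percent enzyme inhibition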
V1aR counter – counter-screen for oxytocin receptor agonists: human V1a receptor agonists; P37288; CHO-V1R cells, Fluo-8 calcium fluorescence, agonist mode; 0% DMSO, 100% 3 nM vasopressin; activation, % at 3 µM; 0.25% of 320,000 active; AID 2797;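 active means activation above the mean activation of all tested compounds plus 3 SD, per screening run, cut at about 20% in these data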;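 further: signal is peak over basal fluorescence ratio across a 100 second FLIPR read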
Target sequence (P37288 whole entry, looked up): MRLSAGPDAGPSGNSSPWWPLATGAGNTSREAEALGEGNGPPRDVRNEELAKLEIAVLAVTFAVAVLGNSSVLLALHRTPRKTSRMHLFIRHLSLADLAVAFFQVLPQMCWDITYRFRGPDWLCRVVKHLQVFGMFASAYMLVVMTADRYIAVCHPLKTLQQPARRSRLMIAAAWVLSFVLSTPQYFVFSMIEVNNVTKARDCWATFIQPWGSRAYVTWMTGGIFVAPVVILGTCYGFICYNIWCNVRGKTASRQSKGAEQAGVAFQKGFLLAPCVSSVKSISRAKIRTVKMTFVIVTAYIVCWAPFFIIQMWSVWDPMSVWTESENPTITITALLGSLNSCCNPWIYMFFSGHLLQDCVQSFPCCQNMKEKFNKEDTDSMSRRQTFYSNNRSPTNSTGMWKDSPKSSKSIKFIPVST
Active calls of the source: *; / = not tested or not shown.

cpd | compound | PHOSPHO1 inh | GalR3 antag | FID counter | GPR7 antagonist | HCV NS3 hel inh | VIM-2 inhibitor | OXTR ag | IMP-1 inh | V1aR counter
1 | O=C(CNC(=O)C1COc2ccccc2O1)N/N=C\c1ccc(Br)cc1 (stereo unspecified) | 45 | 8 | -24 | 4 | -11 | 0.6 | 1.5 | 0.9 | 5.7
2 | CCOc1ccccc1-n1c(C)cc(C=O)c1C | -13 | -5 | -6 | -9 | 5 | -3.2 | -0.6 | -2.8 | -0.6
3 | COc1ccc(NC2=C3CC(C)CC=C3N(c3ccc(OC)cc3)C2=O)cc1 (stereo unspecified) | 1 | -4 | -4 | -2 | 6 | -2.0 | -1.3 | -2.5 | 0.8
4 | CC(=O)Nc1nc(-c2ccc3c(c2)CCN3C(=O)C2CC2)c(C)s1 | 28 | -7 | -21 | -5 | 3 | 1.7 | -1.2 | -2.3 | 2.9
5 | Cc1ccc(S(=O)(=O)N(C)c2c(C)ccc(S(N)(=O)=O)c2C)cc1 | 6 | -4 | -11 | -7 | 10 | 2.2 | -0.7 | -2.5 | 0.6
6 | Cc1noc(C)c1C(=O)NC(C)C12CC3CC(CC(C3)C1)C2 (stereo unspecified) | 16 | -5 | -16 | -11 | -10 | 1.1 | -1.0 | -2.5 | 0.0
7 | COC(=O)c1cccc(NC(=O)c2cccnc2)c1 | 28 | 3 | 2 | 9 | -5 | -1.3 | 0.4 | 0.0 | -0.4
8 | COc1ccc(N(CC(=O)N/N=C/c2cccs2)S(=O)(=O)c2ccccc2)cc1 | -11 | -7 | -22 | -14 | -4 | -1.2 | -1.6 | -2.6 | -0.1
9 | C/C(=C\c1ccco1)C1C(C#N)=C(N)Oc2n[nH]c(-c3ccc(C)cc3)c21 (stereo unspecified) | 11 | -11 | -15 | -4 | 6 | 0.4 | -1.6 | -1.2 | -0.8
10 | COc1cc(C(=O)N2CCCN(C)CC2)cc(OC)c1C | 5 | -7 | -3 | 13 | -5 | -0.7 | -0.3 | -4.5 | 0.8
11 | CC1(c2nnc(-c3ccncc3)o2)CC(c2c(Cl)cccc2Cl)=NO1 (stereo unspecified) | 48 | -3 | / | / | / | / | 2.1 | / | 0.0
12 | O=C1NC(c2ccncc2)C(C(=O)c2cccs2)C(O)(C(F)(F)F)N1 (stereo unspecified) | 27 | 3 | -1 | 1 | 1 | 2.1 | 2.2 | 0.0 | 2.1
13 | COc1ccc(Cl)cc1N1C(=O)C2CCCN2C1c1ccccc1F (stereo unspecified) | -26 | -1 | -11 | -4 | 8 | -3.5 | 0.5 | -3.3 | -1.0
14 | O=C(Nc1nnc(SCc2ccc(F)cc2)s1)C1CC(=O)N(Cc2ccccc2)C1 (stereo unspecified) | 11 | 0 | -22 | -14 | -17 | -3.1 | 4.1 | -1.5 | 1.0
15 | COc1c(F)c(F)c(C(=O)Nc2ccccc2N2CCN(C(C)=O)CC2)c(F)c1F | -3 | 3 | -14 | -9 | 1 | -1.4 | 0.0 | -1.1 | 0.1
16 | C=CCNc1nc(Nc2ccc([N+](=O)[O-])cc2)nc(N2CCCC2)n1 | -23 | -5 | 0 | -3 | -9 | -1.7 | -1.9 | -2.9 | -0.9
17 | Cc1cc(Oc2nc3c(C)cccn3c(=O)c2/C=C(\C#N)S(=O)(=O)c2ccc(Cl)cc2)ccc1Cl | -8 | 0 | 2 | -2 | 3 | -0.1 | 0.5 | -1.4 | -0.4
18 | COCCN(C(=O)Cn1nnc2ccccc21)C(C(=O)NC1CCCCC1)c1ccc(OC)cc1OC (stereo unspecified) | -4 | 3 | -41 | 0 | -10 | 2.4 | -2.3 | -0.7 | -0.9
19 | Cc1oc2c(C)c(O)ccc2c(=O)c1-c1cnn(-c2ccccc2)c1 | 25 | -4 | -7 | 28* | 5 | -1.8 | 0.1 | -3.8 | 1.0
20 | Cc1nc2cc(NC(=O)c3ccc(N4C(=O)CCC4=O)cc3)ccc2s1 | 24 | -4 | -13 | 4 | 1 | -4.2 | 2.1 | -5.1 | 0.4
21 | O=C(O)CCN1C(=O)c2ccc(NC(=O)c3cccs3)cc2C1=O | -40 | -2 | 0 | -11 | -6 | -5.2 | 0.6 | -1.6 | 1.1
22 | CS(=O)(=O)N(CC(=O)NCCC1=CCCCC1)c1ccc2c(c1)OCO2 | -40 | 0 | -18 | -4 | 2 | -3.7 | -1.1 | -5.7 | -0.1
23 | Cc1ncc(CN2CCCC(CCC(=O)NCc3ccc(F)c(F)c3)C2)s1 (stereo unspecified) | 32 | 11 | 7 | 5 | -7 | -0.5 | -0.8 | -3.0 | 0.0
24 | CC(Sc1nc(-c2ccco2)nc2c1c(=O)n(C)c(=O)n2C)C(=O)O (stereo unspecified) | 11 | -7 | -9 | -11 | 10 | 0.3 | 2.0 | -1.6 | 0.8
25 | N/C(Cc1ccccc1)=N\OC(=O)c1cccc2ccccc12 | -6 | -4 | 2 | -4 | 0 | -6.2 | -1.7 | -2.3 | -0.5
26 | O=C(O)c1cccc(NC(=O)c2cn(-c3ccccc3)nc2-c2cccc(Br)c2)c1 | -3 | -12 | -4 | -9 | 1 | -2.1 | 4.2 | -3.4 | 1.9
27 | O=C(O)CCCCCCCCCCP(=O)(c1ccccc1)c1ccccc1 | 24 | 13* | -54 | -16 | 11 | -2.5 | 1.4 | -3.1 | -0.2
28 | COc1ccccc1Cn1c(=O)c2ccccc2n2c(Sc3ncnc4sccc34)nnc12 | 36 | -2 | -1 | -12 | 24 | -1.9 | -0.2 | -2.6 | 0.2
29 | Cc1cc(Cl)c(S(=O)(=O)N(C)C)cc1OCC(N)=O | -4 | -3 | 2 | -19 | 4 | -1.2 | -0.2 | -2.6 | 1.4
30 | O=C(O)Cn1c(-c2ccccn2)nc2ccccc21 | 19 | -8 | -1 | 11 | 8 | -3.0 | -0.2 | -1.3 | 0.6
31 | O=c1[nH]c(Cc2ccccc2)nc2c1oc1ccccc12 | -4 | -3 | -1 | 0 | 9 | -1.9 | -1.9 | -3.3 | -1.2
32 | CCN(CC)CCNC(=O)c1cc2c(s1)-c1ccccc1SC2 | 9 | -13 | 14 | 32 | -45 | -1.0 | 4.9 | -2.0 | 3.8
33 | COC(=O)NNC(=O)COc1ccccc1C | -4 | -1 | 2 | -9 | 1 | -0.8 | 1.0 | -1.8 | 0.7
34 | CCOc1ccc(S(=O)(=O)N2CCC(C(=O)NCc3ccccn3)CC2)cc1C | 26 | -8 | -36 | -11 | 0 | -1.4 | -0.5 | -4.0 | -0.7
35 | O=C(CC12CC3CC(CC(C3)C1)C2)N1CCCOC1 | 12 | -5 | -3 | 1 | 3 | 0.0 | 0.8 | -3.7 | -0.7
36 | Cc1ccc(OC(F)F)c(NC(=O)Nc2cccc(C(F)(F)F)c2)c1 | -2 | / | 2 | -8 | -11 | -5.9 | 0.5 | -2.1 | 1.8
37 | Cc1cc(NC(=O)c2c(Br)c(C)nn2C)no1 | -7 | -4 | -13 | 1 | -3 | -4.2 | -0.5 | -1.1 | -0.5
38 | COc1ccc(C/C(N)=N/OC(=O)c2cccc([N+](=O)[O-])c2)cc1 | -11 | -4 | 5 | -4 | 3 | -2.0 | -1.1 | -2.8 | -0.1
39 | CC(OC(=O)C1CC(=O)N(Cc2ccccc2)C1)C(=O)Nc1cccc(C#N)c1 (stereo unspecified) | 23 | 0 | -21 | -14 | -1 | 0.9 | 0.1 | -2.4 | 3.4
40 | NS(=O)(=O)c1ccc(NC(=O)CSc2n[nH]c(=O)n2Cc2ccccc2)cc1 | 30 | -9 | -4 | -16 | -6 | 0.7 | -0.1 | -1.2 | 0.6
41 | O=C(CS(=O)(=O)Cc1ccccc1)N1CCN(c2cccc(C(F)(F)F)c2)CC1 | -18 | -4 | -33 | -1 | 7 | -0.1 | 8.9 | -2.0 | 8.7
42 | CNc1nc(C)c(C(=O)OCc2ccccc2)s1 | 11 | -2 | -11 | -16 | -9 | -2.8 | 1.8 | -3.9 | 2.5
43 | O=C(Cc1ncc(C(F)(F)F)cc1Cl)Nc1cccc(Br)c1 | 34 | 2 | -9 | 1 | 10 | 2.1 | 2.4 | -1.4 | 3.1
44 | CC(=O)OC(C(=O)NCCN1CCOCC1)c1c(F)cccc1F (stereo unspecified) | 18 | -3 | -3 | -13 | 1 | -2.2 | 0.5 | -1.8 | 0.6
45 | CCc1ccc(NC(=O)C(=O)NCC(O)c2ccccc2)cc1 (stereo unspecified) | 43 | 1 | -7 | -5 | 4 | -4.0 | 0.1 | -3.5 | 1.4
46 | CC(=O)c1ccc(OCc2cc(C(=O)NCC3CCCCO3)no2)cc1 (stereo unspecified) | 4 | -5 | -22 | -2 | 17 | -0.8 | 2.2 | -3.1 | 5.1
47 | CCOc1ccc(C(=O)OCC(=O)N2CCCC2)cc1 | 36 | -9 | -10 | -7 | 10 | -1.1 | -0.1 | -1.4 | 0.7
48 | OCCN1CCOCCOc2ccccc2OCCOCC1 | / | -6 | -6 | 4 | -17 | 1.2 | -0.3 | 0.1 | 0.4
49 | O=c1c2c([nH]c3ccccc13)C(=C1CCCC1)CC2 | 21 | / | 2 | 7 | 11 | 2.1 | 1.4 | 1.7 | 4.8
50 | OC(C#CCN1CCCC1)c1ccccc1 (stereo unspecified) | 3 | -1 | 7 | 12 | 9 | -3.1 | 0.3 | 0.3 | -0.4
51 | CC(=O)c1ccc(N2CCN(C(=O)c3ccc(Br)cc3)CC2)c(F)c1 | 5 | -2 | 1 | 17 | -7 | -0.8 | 5.2 | -0.4 | 4.7
52 | O=C(O)c1ccc2c(=O)n3c(nc2c1)/C(=C/c1ccc(Cl)cc1Cl)CC3 | 31 | -7 | -20 | -6 | 21 | -3.3 | -0.7 | -4.7 | 0.4
53 | Cc1ccc(C(=O)Nc2cccnc2)cc1Cl | 27 | -7 | -4 | -5 | -1 | 0.0 | -1.6 | -2.0 | -1.0
54 | Cn1cc(CN2CCCC(C(=O)Nc3cccc(-c4cc5ccccc5[nH]4)c3)C2)cn1 (stereo unspecified) | 47 | -3 | 21 | 15 | -83 | -0.2 | 7.9 | -1.7 | 4.5
55 | COC(=O)c1sc2ccccc2c1NC(=O)c1ccc(S(=O)(=O)N2CC(C)CC(C)C2)cc1 (stereo unspecified) | 4 | -1 | -2 | 0 | 10 | -2.8 | 0.1 | -0.7 | -0.1
56 | O=C(Nc1nc2n(n1)C(c1ccccc1)C=C(c1ccccc1)N2)c1ccco1 (stereo unspecified) | 23 | -3 | -20 | -11 | 3 | -2.6 | -0.4 | -2.8 | 1.5
57 | CCOC(=O)c1nnn(-c2nonc2-n2cccc2)c1CN1CCC(C(=O)OCC)CC1 | 12 | 1 | -22 | -17 | 6 | -3.2 | -0.2 | -1.4 | -0.9
58 | O=C(N/N=C/c1ccoc1)c1cccc([N+](=O)[O-])c1 | 37 | -4 | -7 | 7 | 3 | -1.7 | / | -3.1 | /
